Screening results: PubChem, Sanford-Burnham Center for Chemical Genomics
HT1080 viability = cytotoxicity in HT1080 fibrosarcoma cells, cell-based, fluorescence readout (AID 620); HT1080 viability, fluorescence; higher % means a stronger effect; cytotoxicity, % at 10 µM, or EC50 in µM where a hit was titrated; hit rate 0.42% among 87,000; in the data active = cytotoxicity above about 50%;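 note: cells exposed to compound overnight then 4 h with Alamar Blue; 0% = vehicle DMSO and 100% = killing control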
* marks the source's active call; other numbers are inactive results. Some of the compounds tested; the hit share may differ from the screen's.

Results for Cc1ccc(Nc2cnn(C34CC5CC(CC(CC(=O)O)(C5)C3)C4)c(=O)c2Cl)cc1 ?
HT1080 viability: 8%

Results for NC(=O)C1(N2CCCCC2)CCN(C2CC(=O)N(Cc3ccc(N4CCCC4=O)cc3)C2=O)CC1 (centres undefined) ?
HT1080 viability: -2%

Results for O=C1Cc2ccccc2C(=O)N1Cc1ccccc1 ?
HT1080 viability: 11%

What do the screens show for `CCCCc1nnc(NC(=O)C(C)Sc2nc(C)cc(=O)[nH]2)s1` (centres undefined)?
HT1080 viability: 2%

How did Cc1ccc(C2=CSC3=NS(=O)(=O)CCN23)cc1C do in these assays?
HT1080 viability: 12%

What do the screens show for `COCCn1c(SCc2nc3cc(OC)c(OC)cc3c(=O)[nH]2)nnc1-c1ccncc1`?
HT1080 viability: 11%

What do the screens show for `O=C(c1ccccn1)N(Cc1ccco1)C1(C(=O)NC2CCCC2)CCCCC1`?
HT1080 viability: 2%

How did CC(Sc1nc2ccccc2n1C)C(=O)NC(c1ccccc1)c1ccccc1 (centres undefined) do in these assays?
HT1080 viability: -15%

What do the screens show for `CCOC(=O)Cc1csc(SCC(=O)Nc2cccc(Cl)c2)n1`?
HT1080 viability: 0%

How did Cc1nn(C)c(C)c1CN(C)C(=O)C1c2ccccc2Oc2ccccc21 do in these assays?
HT1080 viability: 2%

How did CN(C)C(=O)N1CCN(C(=O)N2CCOCC2)CC1 do in these assays?
HT1080 viability: -8%

How did Nc1nc(SCC(=O)Nc2ccccc2Sc2ccc(Cl)cc2)n[nH]1 do in these assays?
HT1080 viability: 74%*

What do the screens show for `Cc1cc(C)n(-c2c(F)c(F)c(COC(=O)c3ccccc3)c(F)c2F)n1`?
HT1080 viability: -2%

What do the screens show for `CC(=O)N1[C@H](Cc2ccccc2)C=C[C@]1(C)C(=O)NCc1ccccn1`?
HT1080 viability: -12%

Results for c1ccc2sc(NC3=NCN(C4CCCCCC4)CN3)nc2c1 ?
HT1080 viability: -16%

What do the screens show for `Cc1cc(Cl)ccc1NC(=O)CCCN1C(=O)CCC1=O`?
HT1080 viability: -2%

Results for CN1CCN(Cn2cc(/C=C/C(=O)c3ccccc3)c3ccccc32)CC1 ?
HT1080 viability: 6%

Results for COc1ccc(NC(=O)NCc2ccccn2)cc1 ?
HT1080 viability: 8%

What do the screens show for `COc1ccc(-c2cccc(C(=O)NCC(=O)O)c2)cc1`?
HT1080 viability: -13%

What do the screens show for `COC(=O)[C@@]1(Cc2ccc(OC)cc2)[C@H]2c3cc(C(=O)N(C)C)n(Cc4c(CO)[nH]cc(C)c4=O)c3C[C@H]2CN1C(=O)c1ccccc1`?
HT1080 viability: -29%

What do the screens show for `N#CC(c1ccc(Cl)cc1)c1ccc(Cl)nn1` (centres undefined)?
HT1080 viability: 8%

Results for CC(C)OC(=O)C(C)Oc1ccc(C(=O)NCCc2ccccc2)cc1 (centres undefined) ?
HT1080 viability: -5%

Results for COc1ccc(Cl)cc1NC(=O)Nn1cnnc1 ?
HT1080 viability: 3%

What do the screens show for `O=C1C=C(Nc2ccccc2O)c2ccccc2C1=O`?
HT1080 viability: -125%

Results for CCOc1ccc(-c2cc(C)n3nc(C(N)=O)cc3n2)cc1 ?
HT1080 viability: -6%

Results for CCOC(=O)c1c(=O)n(O)c2ccc(OC)cc2[n+]1[O-] ?
HT1080 viability: -4%

How did FC(F)(F)C1=CC(c2ccc(Br)cc2)=NCCN1 do in these assays?
HT1080 viability: -21%

What do the screens show for `CCCCCCCCOc1ccc(C2OC34CCCCC3C(C#N)(C#N)C2(C#N)C(=N)O4)cc1` (centres undefined)?
HT1080 viability: -21%

How did Cc1ccc(S(=O)(=O)N2CCN(S(=O)(=O)N3CCOCC3)CC2)cc1 do in these assays?
HT1080 viability: 6%

How did CCC(C)c1ccc(NC(=S)NCc2cccs2)cc1 (centres undefined) do in these assays?
HT1080 viability: 5%

What do the screens show for `Cc1ccc2nsnc2c1NC(=O)c1ccc2c(c1)OCCO2`?
HT1080 viability: 4%

How did Cn1nnnc1SCC(=O)Nc1ccccn1 do in these assays?
HT1080 viability: 5%

What do the screens show for `COc1ccccc1N1CCN(C(=O)/C=C/c2ccccc2)CC1`?
HT1080 viability: -16%

What do the screens show for `CCN=C1SC(CC(=O)NC(C)C)C(=O)N1CC` (centres undefined)?
HT1080 viability: -4%

How did O=C(NCc1cccnc1)Nc1ccccc1F do in these assays?
HT1080 viability: 1%

What do the screens show for `CCOCc1nnc(NC(=O)CSc2ccc(C)cc2)s1`?
HT1080 viability: 2%

How did CCOC(=O)C1=C(Cc2ccc(Cl)cc2)C(=O)c2ccccc2C1=O do in these assays?
HT1080 viability: -17%

What do the screens show for `S=C(c1nc2ccccc2[nH]1)N1CCOCC1`?
HT1080 viability: 7%

Results for CC(C)(CO)Nc1nc(Nc2ccccc2)nc(Nc2ccccc2)n1 ?
HT1080 viability: -2%

What do the screens show for `Nc1cccc2nc3ccccc3cc12`?
HT1080 viability: 23µM*

Results for Cc1ccccc1NC(=O)Nc1ccccc1C(=O)NCc1ccccc1 ?
HT1080 viability: 9%

How did COC(=O)CN1C(=O)Nc2ccc(Br)cc2C1c1ccccc1Cl (centres undefined) do in these assays?
HT1080 viability: -10%

What do the screens show for `CCC1=C2CC[C@H]3C(=O)N(C)C(=O)[C@H]3[C@H]2[C@@]2(Cc3ccccc3)C(=NCC(=O)OC)OC(=O)N2C1=O`?
HT1080 viability: 2%

What do the screens show for `CSc1nc(-c2ccccc2)nc(N)c1C(C)=O`?
HT1080 viability: 1%

What do the screens show for `CCCCC(=O)NN(C)c1nc(-c2ccccc2)nnc1C(F)(F)F`?
HT1080 viability: 7%

What do the screens show for `COc1ccc(CC(=O)Nc2ccc(S(=O)(=O)Nc3cc(C)on3)cc2)cc1`?
HT1080 viability: 15%

How did CN(C)CCNc1nc(-c2ccccc2)c2c(c1C#N)CC(C)(C)OC2 do in these assays?
HT1080 viability: -18%

Results for COC(=O)Cn1ncc2c3ccccc3n(Cc3ccccc3)c2c1=O ?
HT1080 viability: -12%

What do the screens show for `Cc1ccccc1CNC(=O)c1ccccc1C(=O)O`?
HT1080 viability: -2%

How did Cc1nn(C)c(C)c1/C=N/O do in these assays?
HT1080 viability: -1%

What do the screens show for `O=C(Cc1cccc2ccccc12)Nc1ccccc1C(=O)O`?
HT1080 viability: 16%

Results for COc1ccc(-c2nnc(-c3cc(OC)c(OC)c(OC)c3)o2)cc1OC ?
HT1080 viability: 10%

What do the screens show for `COc1ccc(Cc2nc3ccc(S(=O)(=O)N4CCOCC4)cc3[nH]2)cc1`?
HT1080 viability: -8%

Results for CCCCC(=O)Nc1nnc(-c2ccc(OC)cc2)s1 ?
HT1080 viability: -6%

What do the screens show for `CNC(=O)CSc1nnnn1-c1cc(C)ccc1C`?
HT1080 viability: -7%

Results for COc1ccc(NC(=O)/C(Cl)=C(/Cl)S(=O)Cc2ccccc2)cn1 (centres undefined) ?
HT1080 viability: 96%*

Results for COc1ccc(CNc2nc(NCc3ccc(OC)cc3)n(C(C)=O)n2)cc1 ?
HT1080 viability: 9%

Results for CC(=O)Nc1ccc(S(=O)(=O)Nc2c(C)nn(-c3ccccc3)c2C)cc1 ?
HT1080 viability: -2%

What do the screens show for `CC(=O)Cc1nsc(Nc2ccccc2)n1`?
HT1080 viability: -1%

Results for C=CCOc1c(CNc2ncn[nH]2)cccc1OCC ?
HT1080 viability: 27%

The final two records of the part before lead into the next:
What do the screens show for `CC(=O)Cc1nsc(Nc2ccccc2)n1`?
HT1080 viability: -1%

Results for C=CCOc1c(CNc2ncn[nH]2)cccc1OCC ?
HT1080 viability: 27%

How did COc1ccc(NC(=O)C(C)N(c2ccc(C)cc2)S(C)(=O)=O)cc1 (centres undefined) do in these assays?
HT1080 viability: 4%

How did CCCCNC(=O)CN(c1cccc(Br)c1)S(C)(=O)=O do in these assays?
HT1080 viability: -9%

Results for N#CC(c1ccc(Cl)nn1)c1ccccc1Cl (centres undefined) ?
HT1080 viability: -3%

Results for CC(C)c1nc(SCC(=O)Nc2ccc(N3CCOCC3)cc2)c2ccccc2n1 ?
HT1080 viability: 7%

Results for CCCC(=O)Nc1ccc(C(=O)Nc2nnc(COCC)s2)cc1 ?
HT1080 viability: 0%

Results for Cc1cccc(N2C(=O)CSC2c2cccnc2)c1 (centres undefined) ?
HT1080 viability: 0%

Results for CCOC(=O)c1cn2nc(-c3ccc(OC)cc3)cc2nc1C1CCN(C(=O)OC(C)(C)C)CC1 ?
HT1080 viability: -11%

Results for N#Cc1nc(Cc2cccc3ccccc23)oc1N1CCN(c2ccccc2)CC1 ?
HT1080 viability: -10%

Results for COc1ccc(C(=O)COC(=O)[C@H](C)Nc2ccc(C(F)(F)F)cc2[N+](=O)[O-])cc1 ?
HT1080 viability: 1%

How did CCOc1ccc(N(C(C)C(=O)NC(C)CC)S(C)(=O)=O)cc1 (centres undefined) do in these assays?
HT1080 viability: 11%

Results for O=C1NC2(CCCCCC2)Cc2ccccc21 ?
HT1080 viability: -13%

What do the screens show for `Cc1ccc(S(=O)(=O)C2CS(=O)(=O)CC2O)cc1` (centres undefined)?
HT1080 viability: 0%

What do the screens show for `COc1ccc(C(=O)Nc2nc(N3C(=O)c4ccccc4C3=O)n(-c3ccccc3)n2)cc1`?
HT1080 viability: -4%

How did OCCCCCN=c1cc(-c2ccccc2)oc2ccc(Cl)cc12 do in these assays?
HT1080 viability: 14%

Results for COCc1nnc(NC(=O)CC(c2ccccc2)c2ccccc2)s1 ?
HT1080 viability: 0%

What do the screens show for `Cc1ccc(C2CC(=O)NC(SCc3ccccc3)=C2C#N)cc1` (centres undefined)?
HT1080 viability: -10%

How did CCCOc1nnnn1-c1ccccc1 do in these assays?
HT1080 viability: 13%

What do the screens show for `CC(=O)N1CC=CC1(C)C(=O)NCc1cc(F)cc(C(F)(F)F)c1` (centres undefined)?
HT1080 viability: 3%

Results for Cc1ccc2c(c1)c(CC(=O)Nc1ccc(F)cc1)c(C(=O)O)n2C ?
HT1080 viability: 10%

Results for COC(=O)CN=C1OC(=O)N2C(=O)C3=C4[C@@H](C[C@H]5C(=O)N(c6ccccc6)C(=O)[C@H]5[C@H]4[C@@]12Cc1ccccc1)[C@H]1C(=O)N(c2ccccc2)C(=O)[C@H]1[C@H]3C ?
HT1080 viability: 6%

How did CSc1ccccc1C(=O)NC1CCCCCC1 do in these assays?
HT1080 viability: 38%

Results for COc1ccc2c(c1)cc1n2CCN=C1NN ?
HT1080 viability: -12%

How did Cc1cc(NC(=O)CSc2nc(C(C)C)nc3sc4c(c23)CCC(C)C4)no1 (centres undefined) do in these assays?
HT1080 viability: -7%

Results for C=CCn1c(SC(C)CC)nc(O)cc1=O (centres undefined) ?
HT1080 viability: 17%

What do the screens show for `Cc1ccc(C)c(OCCCCn2ccnc2)c1`?
HT1080 viability: -5%

How did CN(Cc1cnn(C)c1)C(=O)c1sc2cccc(Cl)c2c1Cl do in these assays?
HT1080 viability: -14%

How did CCCCNCCCOc1cc(Cl)ccc1Cl do in these assays?
HT1080 viability: 10%

What do the screens show for `Cc1ccc(C2=[N+]([O-])C3(CCCCC/C3=N\NC(N)=O)N(O)C2(C)C)o1` (centres undefined)?
HT1080 viability: 6%

How did Cc1ccc(SCC(=O)Nc2ccccc2C(=O)O)cc1 do in these assays?
HT1080 viability: 27%

Results for CC1(C)CC(=O)C2=C(C1)N(C1CCCCC1)C(=O)C2(O)C(F)(F)F (centres undefined) ?
HT1080 viability: -6%

How did Cc1ccc(NC(=O)C2CCN(C(=O)NC3CCCCC3)CC2)cc1 do in these assays?
HT1080 viability: -14%

Results for Cc1csc(N/N=C/c2ccc(O)c([N+](=O)[O-])c2)n1 ?
HT1080 viability: -10%

How did FC(F)(F)c1cc(-c2ccc(Cl)cc2)nc2ncnn12 do in these assays?
HT1080 viability: 7%

What do the screens show for `CCCC[n+]1ccn(-c2nc3ccccc3nc2[N-]S(=O)(=O)c2ccc(C)cc2)c1`?
HT1080 viability: 5%

How did CCOC(=O)c1c(C)oc2ccc(OCc3cc(C(=O)OC)oc3C)cc12 do in these assays?
HT1080 viability: -13%

Results for CCCCN(CCCC)C1=Nc2ccccc2N/C1=C(/C#N)C(=O)OCC ?
HT1080 viability: -68%

3 consecutive records out of the list so far:
How did CN(Cc1cnn(C)c1)C(=O)c1sc2cccc(Cl)c2c1Cl do in these assays?
HT1080 viability: -14%

How did CCCCNCCCOc1cc(Cl)ccc1Cl do in these assays?
HT1080 viability: 10%

What do the screens show for `Cc1ccc(C2=[N+]([O-])C3(CCCCC/C3=N\NC(N)=O)N(O)C2(C)C)o1` (centres undefined)?
HT1080 viability: 6%

Filtered by structure: those above containing bromine.
How did FC(F)(F)C1=CC(c2ccc(Br)cc2)=NCCN1 do in these assays?
HT1080 viability: -21%

How did COC(=O)CN1C(=O)Nc2ccc(Br)cc2C1c1ccccc1Cl (centres undefined) do in these assays?
HT1080 viability: -10%

How did CCCCNC(=O)CN(c1cccc(Br)c1)S(C)(=O)=O do in these assays?
HT1080 viability: -9%

Next part.
How did COc1cc(Cl)c(S(=O)(=O)NCCN2CCOCC2)cc1Cl do in these assays?
HT1080 viability: 20%

How did CC(=O)N(C)c1nnc(-c2cnccn2)s1 do in these assays?
HT1080 viability: 5%

Results for CCn1nnnc1SCC(=O)Nc1ccc2c(c1)OCCO2 ?
HT1080 viability: -9%

What do the screens show for `COc1ccc(S(=O)(=O)N2CCC(C(=O)NCCc3ccccc3)CC2)cc1OC`?
HT1080 viability: 5%

Results for Cc1ccc(Cl)cc1NC(=O)c1cnn2c1NC(c1ccco1)CC2C(F)(F)F (centres undefined) ?
HT1080 viability: 1%

What do the screens show for `Cc1nc(NC(=O)C2CC2)sc1C(=O)N(C)C`?
HT1080 viability: 1%

What do the screens show for `CC(NC(=O)CN1C(=O)NC(Cc2ccccc2)(Cc2ccccc2)C1=O)C12CC3CC(CC(C3)C1)C2` (centres undefined)?
HT1080 viability: 0%

Results for Cc1ccc(C(=O)Nc2ccccc2C(=O)NC(C(=O)O)C(C)C)cc1 (centres undefined) ?
HT1080 viability: 6%
